CaV13 ICDI inh = Primary screen for inhibitors of IQ motif and Ca2+-dependent inactivation inhibitor domain binding in CACNA1D, Förster resonance energy transfer in living cells, …; HEK cells, CFP/YFP FRET ICDI-IQ, plate reader, 10 min; percent FRET-ratio fall versus neutral wells; 340,000 tested, 0.098% active; AID 743397; inhibition, % at 12.3 µM;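 active = mean replicate inhibition of at least 30% and at least 1% of replicates passing that level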;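 also: 0% = median of the neutral control wells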
MITF TRPM1 inh = reduces MITF-dependent TRPM1 promoter luciferase signal. inhibition, % at 12.5 µM. SK-MEL-5 TRPM1 promoter luciferase, 24 h. 330,000 tested, 0.83% active;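 active = mean inhibition across replicates of 60% or more, whatever share of single replicates reaches that level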; also: values of inactives mirror those of a sister screen read the other way
hiPSC survival = increases survival of single human iPS cells; survival enhancement, % at 20 µM; hiPSC single-cell survival, ATPlite luminescence; 100% = ROCK inhibitor wells, 0% = DMSO; AID 602274; 360,000 tested, 0.044% active; in the data active = survival enhancement above about 18%;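 also: cells exposed to compounds for 16 hours before the ATP read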
NR2E3 ag-1 = activates human NR2E3 receptor; Q9Y5X4; CHO-S Gal4-NCOR/VP16-NR2E3 two-hybrid, luciferase; inhibition of corepressor binding, % at 3.98 µM; 360,000 tested, 0.35% active; AID 602229;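 active = inhibition above the mean of all tested compounds plus 3 SD, cut at about 70% in these data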;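 also: 0% = DMSO with NR2E3 transfected cells and 100% = cells lacking NR2E3 construct; higher means lower luciferase signal from less NR2E3 corepressor binding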
Target sequence (Q9Y5X4 whole entry, looked up, the tested form may be a part): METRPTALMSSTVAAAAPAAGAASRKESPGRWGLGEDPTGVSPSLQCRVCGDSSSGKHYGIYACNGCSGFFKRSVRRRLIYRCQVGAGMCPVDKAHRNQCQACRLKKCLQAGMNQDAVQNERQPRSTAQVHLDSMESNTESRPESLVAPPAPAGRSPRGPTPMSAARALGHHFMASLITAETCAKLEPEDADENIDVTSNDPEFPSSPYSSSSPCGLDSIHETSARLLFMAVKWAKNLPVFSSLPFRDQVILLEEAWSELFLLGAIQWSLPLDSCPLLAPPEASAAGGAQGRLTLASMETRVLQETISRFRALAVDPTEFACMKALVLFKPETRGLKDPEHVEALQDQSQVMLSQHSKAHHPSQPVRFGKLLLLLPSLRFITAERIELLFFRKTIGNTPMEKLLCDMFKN
NR2E3 ag-2 = agonists of human nuclear receptor NR2E3; Q9Y5X4; GST-NR2E3/biotin-RetCOR TR-FRET, 1536-well; inhibition of corepressor binding, % at 4.78 µM; 320,000 tested, 0.12% active; AID 2300;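 active = percent inhibition above the cutoff of mean plus 3 SD of all tested compounds, set per screening campaign, cut at about 20% in these data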;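 also: 0% = DMSO wells and 100% = biotin wells as full block of FRET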
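System: GST-NR2E3 and biotin-RetCOR proteins; probe or stimulus: 7 nM biotin-RetCOR; doses: compound at 4.8 µM, single dose; schedule: Compound–protein incubation for 5 h at 4 °C; detection: time-resolved FRET; read-out: percent inhibition; controls: biotin wells as high control, 0.6% DMSO wells as low control; format: 1536-well plates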
Cardio protect = myocardial damage modulation in H9c2 cells; H9c2 cardiomyocytes, H2O2 injury protection, ATPLite, 2 h; protection from H2O2 cell death, % at 20 µM; 360,000 tested, 0.63% active;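 active = compounds giving at least 50% protection of heart cells from peroxide-induced death in the single-dose screen, raw or plate-pattern-corrected value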;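 also: 0% = DMSO wells with peroxide and 100% = DMSO wells without peroxide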
HIF-2a inh = blocks HIF-2a reporter activity. 786-0 RCC cells HIF-2a reporter, luciferase luminescence, overnight. inhibition, % at 18.8 µM. AID 624352. 360,000 tested, 0.72% active;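 active = inhibition of the luminescence signal of 40% or more relative to plate controls, in a single-dose primary screen at 18.75 µM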
PDI inh = inhibitors of human protein disulfide isomerase; P07237; PDI insulin aggregation turbidity, A650, 90 min; inhibition, % at 10 µM; 350,000 tested, 0.052% active;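 active = mean inhibition across replicates of 30% or more, whatever share of single replicates reach that level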;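 also: absorbance from insulin aggregation driven by PDI reduction with DTT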
Shn3 3UTR inh = Schnurri-3 reporter inhibition in Clone20 osteoblasts. Clone20 osteoblast Shn3 3'UTR firefly luciferase, 24 h. 360,000 tested, 0.52% active. AID 588674. inhibition, % at 12.5 µM;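 active = mean inhibition of at least 75% with every replicate also reaching 75%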;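 also: 0% = median of neutral control wells and 100% = pilot-screen positive control compound; some compounds past the cut are filed as inactive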
Peg3 promoter = Peg3 promoter activity inhibition. HeLa PEG-Prom luciferase reporter, luminescence, overnight. inhibition, % at 20 µM. 360,000 tested, 1.7% active;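 active = inhibition of at least 50% at 20 µM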
m5-HT2A agonist = mouse HTR2A agonism via beta-arrestin recruitment. CHO-K1 mHTR2A beta-arrestin complementation, luminescence; percent of 30 µM serotonin response. activation, % at 7.6 µM. 360,000 tested, 0.66% active;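 active = activation above a run cutoff, the mean activation of all tested compounds plus 3 SD, cut at about 14% in these data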;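 also: 0% = plate median of compound wells and 100% = 30 µM serotonin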
Target sequence (P35363 whole entry, looked up): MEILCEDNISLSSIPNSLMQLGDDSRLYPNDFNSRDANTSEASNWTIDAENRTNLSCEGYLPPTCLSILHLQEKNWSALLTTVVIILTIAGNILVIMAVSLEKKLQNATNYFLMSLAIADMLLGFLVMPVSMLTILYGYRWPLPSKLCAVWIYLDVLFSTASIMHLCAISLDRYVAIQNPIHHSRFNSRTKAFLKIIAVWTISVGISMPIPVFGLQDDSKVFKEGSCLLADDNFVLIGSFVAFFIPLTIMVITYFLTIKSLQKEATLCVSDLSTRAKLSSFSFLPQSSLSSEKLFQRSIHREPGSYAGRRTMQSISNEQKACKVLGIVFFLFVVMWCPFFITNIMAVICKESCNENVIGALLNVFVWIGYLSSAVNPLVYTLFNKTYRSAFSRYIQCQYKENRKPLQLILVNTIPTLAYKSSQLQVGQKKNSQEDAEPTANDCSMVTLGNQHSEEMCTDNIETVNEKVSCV
* hit, by the source's call; . = not tested or not shown.

Under each structure: CaV13 ICDI inh, MITF TRPM1 inh, hiPSC survival, NR2E3 ag-1, NR2E3 ag-2, Cardio protect, HIF-2a inh, PDI inh, Shn3 3UTR inh, Peg3 promoter, m5-HT2A agonist
1. COc1ccc(C(=O)Nc2ccccc2N2CCCCC2)cc1[N+](=O)[O-]
    -18, -8, 2.0, -4, 5, -7, -3, -8, 11, 5, 3
2. Cc1ccc(-n2c(N)c(Br)c(=O)[nH]c2=O)cc1C
    -2, 8, -0.4, -8, 3, 11, 14, 1, -13, 5, 3
3. COc1ccc(S(=O)(=O)NCCc2nnc3ccc(SCC(=O)Nc4cc(C)on4)nn23)cc1
    -15, -16, 0.6, -4, 5, -3, 16, -10, 1, 5, -2
4. COC(=O)C(C)NC(=O)C(C)NC(=O)OCc1ccccc1 (stereo not drawn)
    ., 9, -1.0, -15, 4, 17, 18, 0, 2, 6, 4
5. COc1ccc(-c2cc(C(=O)Nc3c(C)nn(Cc4ccccc4)c3C)no2)cc1
    -4, 0, -1.9, 22, 4, -8, 14, -4, 48, 32, 7
6. O=C(CCc1ccc(S(=O)(=O)NCCc2ccccc2)cc1)Nc1ccc2c(c1)OCCO2
    -3, 2, -2.2, -2, -1, -1, 17, 1, 26, 12, -6
7. Fc1ccc(-c2oncc2-c2nnnn2-c2ccccc2)cc1F
    -4, 7, 11, -10, 0, 0, 14, -7, -2, 12, 0
8. O=C(NC(=S)Nc1ccc(Cc2ccncc2)cc1)c1ccccc1F
    -7, -5, -0.8, -19, -3, -21, -134, 3, 11, -200, -8
9. CCC(NC(=O)c1cc(COc2cncc(Cl)c2)on1)c1ccncc1 (stereo not drawn)
    -2, 1, -0.4, 0, -2, 0, -12, 5, 1, -4, -1
10. CCn1c(C)nc2cc(C(=O)NNC(=S)Nc3ccc(OC)cc3)ccc21
    -4, -5, 1.5, 7, 0, 2, -74, 0, -17, -37, 6
11. COc1cccc(NC(=O)Cn2nnc(C(=O)NCCc3ccccc3)c2N)c1
    -6, 7, -0.4, 16, -1, -1, -13, -2, 5, 2, -4
12. COc1ccc(Sc2ncnc3onc(C)c23)cc1
    -3, 1, -0.5, -16, -1, 5, 3, -4, 3, 12, 2
13. O=C(NC1CCCC1)C(c1ccc(Cl)cc1)N(Cc1ccc(F)cc1)C(=O)CCl (stereo not drawn)
    ., 8, -0.5, -9, -4, -10, 14, -2, -8, 36, 2
14. CC(=O)NC1=NN(C(C)=O)C2(S1)C(=O)N(CC(C)C)c1ccc(C)cc12 (stereo not drawn)
    -4, 0, -0.7, 7, 1, 1, 9, 6, 5, 10, -1
15. Cc1occc1-c1nnc(SCC(=O)c2ccc(Cl)cc2)n1CC1CCCO1 (stereo not drawn)
    -4, 3, -1.8, -27, -1, -7, 11, -6, -5, 9, 3
16. CCCCn1nc2cc(C(=O)N[C@H](C)C3CCCCC3)ccc2c1OCC
    -5, -4, 2.6, 23, 3, -2, 12, -1, 2, 6, -10
17. O=C(CCc1ccccc1)Nc1ncc([N+](=O)[O-])s1
    -4, -67, -0.8, -104, -2, -32, -301, 7, 1, -179, -1
18. O=C(CSc1ccc(-c2cccnc2)nn1)c1ccc([N+](=O)[O-])cc1
    -5, -7, 0.8, 3, 6, 15, 0, -2, 4, 8, 5
19. Clc1ccc(-c2csc(Nc3cccnc3)n2)cc1
    1, -8, 2.0, -11, 1, 0, -98, -16, -21, -65, -2
20. O=C1CSC(c2ccc([N+](=O)[O-])cc2)N1CCN1CCCCC1 (stereo not drawn)
    -2, -8, 0.2, 4, 1, -1, 6, 1, 16, 5, -4

Sorted by value in Shn3 3UTR inh (largest number first): 3 from the list above
nr	structure	CaV13 ICDI inh	MITF TRPM1 inh	NR2E3 ag-1	NR2E3 ag-2	HIF-2a inh	PDI inh	Shn3 3UTR inh	Peg3 promoter	m5-HT2A agonist
12	COc1ccc(Sc2ncnc3onc(C)c23)cc1	-3	1	-16	-1	3	-4	3	12	2
16	CCCCn1nc2cc(C(=O)N[C@H](C)C3CCCCC3)ccc2c1OCC	-5	-4	23	3	12	-1	2	6	-10
19	Clc1ccc(-c2csc(Nc3cccnc3)n2)cc1	1	-8	-11	1	-98	-16	-21	-65	-2

Complete entries, looked up by structure. Values in the order: CaV13 ICDI inh, MITF TRPM1 inh, hiPSC survival, NR2E3 ag-1, NR2E3 ag-2, Cardio protect, HIF-2a inh, PDI inh, Shn3 3UTR inh, Peg3 promoter, m5-HT2A agonist
COc1ccc(-c2cc(C(=O)Nc3c(C)nn(Cc4ccccc4)c3C)no2)cc1 in the list: -4, 0, -1.9, 22, 4, -8, 14, -4, 48, 32, 7
CCn1c(C)nc2cc(C(=O)NNC(=S)Nc3ccc(OC)cc3)ccc21 in the list: -4, -5, 1.5, 7, 0, 2, -74, 0, -17, -37, 6
O=C(NC(=S)Nc1ccc(Cc2ccncc2)cc1)c1ccccc1F in the list: -7, -5, -0.8, -19, -3, -21, -134, 3, 11, -200, -8
Cc1occc1-c1nnc(SCC(=O)c2ccc(Cl)cc2)n1CC1CCCO1 (stereo not drawn) in the list: -4, 3, -1.8, -27, -1, -7, 11, -6, -5, 9, 3
CCCCn1nc2cc(C(=O)N[C@H](C)C3CCCCC3)ccc2c1OCC in the list: -5, -4, 2.6, 23, 3, -2, 12, -1, 2, 6, -10

Carrying on.
Under each structure: CaV13 ICDI inh, MITF TRPM1 inh, hiPSC survival, NR2E3 ag-1, NR2E3 ag-2, Cardio protect, HIF-2a inh, PDI inh, Shn3 3UTR inh, Peg3 promoter, m5-HT2A agonist
21. O=C(COC(=O)c1cc2ccccc2cc1O)Nc1cccnc1Cl
    -18, 12, 3.3, -56, 0, 1, -34, -8, -3, 0, 2
22. COC(=O)c1ccc(C)c(NC(=O)C2COc3ccccc3O2)c1 (stereo not drawn)
    -4, -7, 0.0, -9, -4, -5, 12, 2, 0, 0, 1
23. CCOc1ccc(-c2ccc(SCC(=O)NC3CCCCC3)nn2)cc1
    ., -90, -0.6, -50, 3, -16, -143, -6, -49, -247, 4
24. Fc1cc(Cl)ccc1NC(=S)NCCN1CCOCC1
    1, 9, -0.3, 4, 1, 4, 1, -5, 10, -2, 4
25. O=C(CSc1nn(-c2ccccc2)c(=S)s1)NC(=O)NCc1ccco1
    ., 5, -1.6, -4, 1, -9, 8, 0, -33, 15, 1
26. CCN1CCc2c(sc(NC(=O)c3ccc(S(=O)(=O)N4CCCC4)cc3)c2C(=O)NC)C1
    -6, 74*, -0.4, -16, 2, -14, 29, 5, 8, 65*, -3
27. CCOC(=O)c1c(C)nc(C(Cl)(Cl)Cl)nc1N
    -3, -6, -0.4, -12, 0, 5, -50, -11, 0, -88, 1
28. CCC(=O)N1CCc2cc(Br)cc(S(=O)(=O)NCC3CCCO3)c21 (stereo not drawn)
    -4, 4, 0.3, 1, 0, -1, 5, -3, 2, -11, -1
29. CCOc1ccc(CCNC(=O)COC(=O)c2ccc(Br)o2)cc1OCC
    -2, -6, -0.5, -11, 8, 4, 14, -2, 3, 9, -1
30. Cc1cc(C(=O)CSc2nnnn2-c2ccc(O)cc2)c(C)n1Cc1ccc2c(c1)OCO2
    -5, -12, 1.3, 16, 2, 10, -15, 2, 17, 14, -1
31. COc1cc(C(=O)Nc2nc(-c3ccc(C)cc3)cs2)ccc1OCC(=O)N1CCOCC1
    -6, -5, -0.7, -21, 2, 15, -2, 2, -6, 10, -6
32. CNC(=O)CSc1nnc(-c2ccco2)n1-c1ccccc1OC
    -5, 4, 1.2, 12, 14, 3, 3, -6, 25, 4, -1
33. O=C(NN=C1CCN(Cc2ccccc2)CC1)c1cc(Br)ccc1O
    -4, -4, -0.6, -17, -1, 4, -8, -4, -17, -7, -3
34. CC(C)[C@H](COC=O)NC(=O)[C@H]1O[C@@H](n2ccc(N)nc2=O)[C@H](O)[C@@H]1O
    ., ., 0.6, -10, ., 0, 6, ., -22, 0, 4
35. c1ccc2c(c1)OCC(c1nn3c(Cn4nnc5ccccc54)nnc3s1)O2 (stereo not drawn)
    -8, 18, 1.4, 21, 5, -8, -4, 27, 14, 5, 0
36. Cc1ccc(C(=O)NN2C(=O)C3C(C2=O)C2C=CC3C23CC3)cc1 (stereo not drawn)
    -3, 4, 1.8, -10, 4, 3, 8, -1, 2, 10, 5
37. COC(=O)[C@@]12CCCCN1[C@H](c1ccc(-c3ccc(F)cc3)c(OC)c1)[C@@H]1C(=O)N(C)C(=O)[C@@H]12
    -6, -4, 1.4, 7, 1, -7, 18, 7, 9, 5, -2
38. CCCNc1nc(OC(C(F)(F)F)C(F)(F)F)nc(OC(C(F)(F)F)C(F)(F)F)n1
    ., -10, -2.6, 4, 2, -6, 1, 5, 5, 13, 1
39. Cc1ccc2c(ccc[n+]2CC(=O)c2ccccc2)c1
    -9, 17, -0.8, -5, -4, -2, 5, -17, 22, 5, -6
40. O=C1NC(=S)S/C1=C/c1ccc(Oc2cnccn2)cc1
    1, -2, -0.5, -5, -1, -10, -109, -6, -1, -81, 8

Printed as active in Peg3 promoter, of those listed so far:
nr | SMILES | CaV13 ICDI inh | MITF TRPM1 inh | NR2E3 ag-1 | NR2E3 ag-2 | HIF-2a inh | PDI inh | Shn3 3UTR inh | Peg3 promoter | m5-HT2A agonist
26 | CCN1CCc2c(sc(NC(=O)c3ccc(S(=O)(=O)N4CCCC4)cc3)c2C(=O)NC)C1 | -6 | 74* | -16 | 2 | 29 | 5 | 8 | 65* | -3

(more compounds)
Under each structure: CaV13 ICDI inh, MITF TRPM1 inh, hiPSC survival, NR2E3 ag-1, NR2E3 ag-2, Cardio protect, HIF-2a inh, PDI inh, Shn3 3UTR inh, Peg3 promoter, m5-HT2A agonist
41. CCN1CCN(C(=O)NCc2ccccc2)CC1
    -3, -3, -0.7, -5, 2, 2, 14, 2, -13, 3, 5
42. Cc1csc(N(C)C(=O)CSc2nnc(COc3ccccc3C)o2)n1
    -7, 0, 0.9, -33, -1, -2, -9, -1, 4, -97, -3
43. O=C(CN1CC(=O)Nc2ccccc21)NCCc1ccc(Cl)cc1Cl
    -2, 4, -2.4, -32, 0, 13, 17, -6, -9, -2, 8
44. Cc1ccc(NC(=O)N2CCC(NC(=O)C(C)(C)C)CC2)cc1
    -5, -6, 2.0, 0, 1, 9, -13, 16, 8, -2, 1
45. CC(=O)N1CCN=C1SCc1c(F)cccc1Cl
    -8, 0, 5.8, -14, -1, 5, -7, -2, -13, -8, -1
